High-throughput results from PubChem BioAssay.
TRHR enhancer: qHTS for Small Molecule Agonists and Allosteric Enhancers of Human TRH Receptor: Primary Screen for Enhancers; Thyrotropin-releasing hormone receptor (Homo sapiens), P34981; TRHR cells, fluo-8 calcium fluorescence, EC20 TRH enhancement; enhancement, % at 2 µM; 0.66% of 360,000 active; in the data active = enhancement above about 30%; also: 0% is about no effect
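Enhancer read-out: after compound pinning and an initial kinetic agonist-mode read, an EC20 of TRH (10 nM final) was injected and fluo-8 calcium signal (Ex 480/Em 530) followed at 1 s/cycle for 100 cycles in TRHR-expressing cells.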
D2 antagonist: HTS Assay for Allosteric Antagonists of the Human D2 Dopamine Receptor: Primary Screen for Antagonists; D(2) dopamine receptor (Homo sapiens), P14416; HEK293 TREx D2 cells, calcium flux, dopamine EC80; inhibition, % at 10 µM; 2% of 340,000 active; AID 485344, 2010; in the data active = inhibition above about 30%; also: 0% is about no effect
Target sequence (P14416 whole entry, looked up): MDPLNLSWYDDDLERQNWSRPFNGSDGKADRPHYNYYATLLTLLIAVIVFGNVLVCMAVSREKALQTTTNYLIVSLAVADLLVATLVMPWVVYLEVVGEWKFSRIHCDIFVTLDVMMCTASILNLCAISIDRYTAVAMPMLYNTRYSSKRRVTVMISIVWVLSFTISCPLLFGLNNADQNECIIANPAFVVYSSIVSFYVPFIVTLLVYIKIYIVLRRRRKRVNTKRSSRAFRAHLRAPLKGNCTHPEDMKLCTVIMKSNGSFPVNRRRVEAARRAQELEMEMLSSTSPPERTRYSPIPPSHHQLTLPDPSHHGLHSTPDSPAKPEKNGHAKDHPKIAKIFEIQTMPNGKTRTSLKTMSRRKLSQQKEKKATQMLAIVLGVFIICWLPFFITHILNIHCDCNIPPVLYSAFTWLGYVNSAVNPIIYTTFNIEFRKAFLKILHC
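Calcium mobilization kinetics were recorded at 1 s intervals in tetracycline-induced HEK293 T-REx D2 cells, first for 180 s after compound addition and then 180 s after EC80 dopamine.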
TrxR1 substrate: qHTS Assay for Substrates of Mammalian Selenoprotein Thioredoxin Reductase 1 (TrxR1): qHTS; Potency, µM (series often up to 114 µM), without a hit: at the top dose activity change, negative = substrate turnover; Thioredoxin reductase 1, cytoplasmic (Rattus norvegicus), O89049; purified TrxR1 substrate turnover, NADPH consumption readout; 0.01% of 390,000 active; also: potency is read from the fitted curve at half-maximal effect; % is scaled to controls: 0 for no effect and ±100 for the full control effect; nearly all actives have a fitted effect of over 50% in size
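Rat TrxR1, dispensed at 90 nM, was prereduced with 400 uM NADPH (final) for 5 min at ~22 deg C, then incubated with compound 15 min before 400 uM selenite. A first-read NADPH fluorescence drop versus no-compound background flagged substrates.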
TRHR ag: qHTS for Small Molecule Agonists and Allosteric Enhancers of Human TRH Receptor: Primary Screen for Agonists; Thyrotropin-releasing hormone receptor (Homo sapiens), P34981; TRHR cells, calcium flux fluo-8, FDSS agonist mode; activation, % at 2 µM; 0.18% of 360,000 active; in the data active = activation above about 30%; also: 0% is about no effect
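TRHR-expressing cells loaded with fluo-8 calcium dye; 23 nL library compound pin-transferred, kinetic FDSS fluorescence (Ex 480/Em 530) recorded about 180 s for agonist-induced calcium release, before a 10 nM TRH EC20 addition for potentiator mode.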
TrxR1 inh: qHTS Assay for Inhibitors of Mammalian Selenoprotein Thioredoxin Reductase 1 (TrxR1): qHTS; Potency, µM (titrated, usually from 114 µM), without a hit: at the highest dose activity change, negative = inhibition, actives largely listed as inhibitors; 1% of 390,000 active; recombinant rTrxR1, NADPH fluorescence consumption, selenite substrate; also: potency is read from the fitted curve at half-maximal effect; % is scaled to controls: 0 for no effect and ±100 for the full control effect; nearly all actives have a fitted effect of over 65% in size
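Rat TrxR1 (90 nM in the dispensed reagent) was pre-reduced with 400 uM NADPH for 5 min at room temperature, then incubated with compound for 15 min. After 400 uM selenite was added, NADPH fluorescence (Ex 340/Em 450 nm) was followed for 8 min.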
mIDH1 inhibitor: qHTS for Inhibitors of mutant isocitrate dehydrogenase 1 (IDH1): qHTS. IDH1-R132H enzyme, NADPH consumption, diaphorase/resazurin fluorescence. Isocitrate dehydrogenase [NADP] cytoplasmic (Homo sapiens), O75874. 0.093% of 390,000 active. Potency, µM (doses to about 76.6 µM), without a hit: at the top dose activity change, negative = inhibition, hits mostly inhibitors; also: potency is read from the fitted curve at half-maximal effect; % is scaled to controls: 0 for no effect and ±100 for the full control effect; nearly all actives have a fitted effect of over 65% in size
Target sequence (O75874 whole entry R132H, stated change not applied): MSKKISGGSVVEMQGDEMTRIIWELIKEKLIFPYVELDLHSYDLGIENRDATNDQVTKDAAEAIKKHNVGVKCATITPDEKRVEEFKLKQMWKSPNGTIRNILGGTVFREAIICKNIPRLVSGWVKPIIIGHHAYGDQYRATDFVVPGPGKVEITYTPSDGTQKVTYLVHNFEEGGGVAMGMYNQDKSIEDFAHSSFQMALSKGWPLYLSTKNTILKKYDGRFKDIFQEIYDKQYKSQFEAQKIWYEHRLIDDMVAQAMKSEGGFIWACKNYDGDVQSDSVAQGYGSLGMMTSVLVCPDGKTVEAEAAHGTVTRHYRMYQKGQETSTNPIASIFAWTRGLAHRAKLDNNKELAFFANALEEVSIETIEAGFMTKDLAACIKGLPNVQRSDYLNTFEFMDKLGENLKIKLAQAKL
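IDH1-R132H (0.5 ug/mL) preincubated 30 min with compound, then NADPH (0.016 mM) and alpha-KG (2 mM) added; 80 min at RT, pH 7.5. Remaining NADPH coupled via diaphorase/resazurin to fluorescence (540/590 nm); concentration-response curves normalized to no-enzyme control.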
Pin1 inhibitor: qHTS Assay to Find Inhibitors of Pin1; Potency, µM (doses to about 115 µM), for inactives: top-dose activity, negative = inhibition, most hits filed as inhibitors; 0.009% of 390,000 active; Pin1 FP peptide displacement, HiFluor488, 10 min; Peptidyl-prolyl cis-trans isomerase NIMA-interacting 1 (Homo sapiens), Q13526; active = well fitted inhibition curve with a large enough effect in the polarisation, with a control signal flat, not every such curve was filed as active; inconclusive = small, poorly fitted or top-dose-only effect, or effect the other way, or a change in a side signal; inactive = no such curve, though single readings can be large or run the other way; the % refers to the polarisation; also: potency is read from the fitted curve at half-maximal effect; % is scaled to controls: 0 for no effect and ±100 for the full control effect
Target sequence (Q13526 whole entry, looked up): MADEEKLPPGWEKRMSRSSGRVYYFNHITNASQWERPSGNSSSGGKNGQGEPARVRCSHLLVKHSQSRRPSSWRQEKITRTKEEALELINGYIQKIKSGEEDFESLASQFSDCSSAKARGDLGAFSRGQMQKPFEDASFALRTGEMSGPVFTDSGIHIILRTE
D2 ag: HTS Assay for Allosteric Agonists of the Human D2 Dopamine Receptor: Primary Screen for Agonists; D(2) dopamine receptor (Homo sapiens), P14416; HEK293 T-REx D2 cells, calcium flux agonist mode; activation, % at 2 µM; 0.53% of 340,000 active;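 active = activation over 3 SD above normal in the single-dose calcium agonist read, cut at about 30% in these data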; also: 0% is about no effect
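Agonism scored from kinetic calcium signal (1 read/sec, 180 s) following compound pin transfer, after a 10 s baseline. Cells: HEK293 Trex line expressing inducible D2 receptor coupled to calcium, dye-loaded after overnight culture at 30 C.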
USP1-UAF1 inh: Inhibitors of USP1/UAF1: Primary Screen | Potency, µM (doses to about 57.1 µM), for inactives: top-dose activity change, negative = inhibition, actives largely listed as inhibitors | recombinant USP1/UAF1, Ub-Rhodamine cleavage fluorescence | 0.23% of 390,000 active | AID 743255, 2014; also: potency is read from the fitted curve at half-maximal effect; % is scaled to controls: 0 for no effect and ±100 for the full control effect; nearly all actives have a fitted effect of over 60% in size; inactives centre near -12
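USP1/UAF1 complex at 1 nM was preincubated with compound for 15 min at room temperature, then Ub-Rho substrate (150nM final) was added. Fluorescence (480/540 nm) was read kinetically, 6 reads every 60 seconds.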
* marks the source's active call; other numbers are inactive results; u = inconclusive; x = not tested or not shown; [ ] = another dose, or the depositor's remark. Unless noted, calls follow the shape of the dose curve; as a rule, active = well fitted inhibition curve with a large enough effect; inconclusive = small, poorly fitted or top-dose-only effect; inactive = no such curve, though single readings can be large or run the other way.

SMILES	TRHR enhancer	D2 antagonist	TrxR1 substrate	TRHR ag	TrxR1 inh	mIDH1 inhibitor	Pin1 inhibitor	D2 ag	USP1-UAF1 inh
Cc1cc(C)cc(NC(=S)N(Cc2cccc(Br)c2)CC2CCC(C(=O)O)CC2)c1 (configuration not stated)	5	-5	4%	-0.3	9%	2%	-1%	0.0	-25%
COCCCNC(=S)NCCNc1nc2c(C)c(C)ccc2cc1C#N	-11	-19	23%	-1.0	15%[57.1 µM]	0%	20%	1.1	-15%
Cc1nc2c(Br)cc(Br)cc2c(=O)n1-c1ccccc1NC1OCC(O)C(O)C1O (configuration not stated)	x	x	-9%	x	-24%	2%	-10%	x	-2%
CCN(CC)S(=O)(=O)c1ccc(N2CCCCC2)c(NC(=O)/C=C/c2cc(OC)c(OC)c(OC)c2)c1	-2	6	-6%	-0.1	-5%	-2%	41%[activator]	-1.0	-15%
COc1ccc(-c2cc(C(=O)N3CCCCCC3)c3ccccc3n2)c(OC)c1	-32	5	9%	-1.2	6%	-7%	-12%	-1.0	-14%
Cc1nc(N2CCCCC2)c2c(C)c(C(=O)Nc3cccc(C(F)(F)F)c3)sc2n1	-4	14	54%[activator]	0.5	76%[activator]	-10%	5%	0.0	-31%
COc1ccc2cc(CN(Cc3cccnc3)S(=O)(=O)c3ccccc3)c(=O)[nH]c2c1	-3	-14	3%	0.1	-14%	3%	-12%	0.3	-4%
CC(=O)c1ccc(NC(=O)CSc2nc(=O)cc(N)n2-c2ccccc2)cc1	8	-14	-3%	1.1	9%	6%	-2%	0.1	-10%
CN(c1ccc(C(=O)NC2CC3CCC2C3)cc1)S(C)(=O)=O (configuration not stated)	-4	-7	8%	-0.5	12%	7%	3%	1.0	-11%
Cc1cccc2cc(CN(C(=S)NCC(C)C)C3CCCC3)c(=O)[nH]c12	-4	-4	-12%	-0.1	1%	-3%	u	-0.7	-10%
COC(=O)c1ccc(CSc2ccc(S(=O)(=O)N3CCCCC3)cn2)cc1	1	-20	3%	-0.5	21%	3%	8%	-0.4	-3%
Cc1ccc(NC(=O)c2ccc3[nH]c(=O)c(=O)[nH]c3c2)nc1	-2	5	0%	0.6	24%	8%	-5%	0.9	-28%
O=C(CSc1ncccn1)NC1CCS(=O)(=O)C1 (configuration not stated)	1	-5	-10%	0.9	-17%	-7%	-1%	0.2	-16%
CC(=O)Nc1ccc(NS(=O)(=O)C(F)(F)F)cc1	5	-1	1%	0.2	16%	0%	-7%	0.9	-18%
COc1ccccc1N1CCN(C(CNC(=O)c2ccco2)c2cccnc2)CC1 (configuration not stated)	-1	5	8%[57.1 µM]	0.0	-4%[57.1 µM]	-3%	-3%	6.3	-22%
O=C(COc1ccc(Br)cc1F)N1CCN(c2ncccn2)CC1	-3	-7	6%[57.1 µM]	-0.1	17%[57.1 µM]	11%	0%	1.8	-20%
COc1ccc(C(=O)N2CCCC(CNC(=O)c3ccc(F)cc3)C2)cc1OC (configuration not stated)	-2	2	2%	-0.4	25%	-8%	3%	-1.3	-7%
Cc1cc(Br)ccc1NC(=O)CCSc1ccccc1	0	-18	6%	1.3	-8%	1%	-1%	-1.4	u
Cc1ccnc(NC(=O)CN(C)S(=O)(=O)c2cccc3nsnc23)c1	10	4	8%[57.1 µM]	-1.0	8%[57.1 µM]	3%	-13%	-0.5	-16%
CCOc1c(CNCc2ccc(C(=O)O)cc2)cccc1OC	-1	-15	-1%	0.8	-7%	-12%	1%	0.1	-18%
Cc1ccc(/C(N)=N/OC(=O)CCC2CCCC2)cc1	-2	8	2%[57.1 µM]	0.0	15%[57.1 µM]	10%	-4%	-0.2	-18%
Cc1nn(C)c(Cl)c1CN1CCCC(CCC(=O)NCc2ccccc2F)C1 (configuration not stated)	-5	-17	8%[57.1 µM]	0.0	22%[57.1 µM]	-1%	3%	0.4	-15%
CC1Cn2c(COc3ccccc3)nnc2S1 (configuration not stated)	2	6	8%[57.1 µM]	0.1	3%[57.1 µM]	0%	-2%	0.2	-13%
CC(=O)C1=C(O)C(=O)N(c2ccc(Br)cc2)C1c1ccc(Br)cc1 (configuration not stated)	1	-8	-3%	-0.5	-4%	1%	0%	0.1	-20%
O=C(NC(=O)c1cccc(F)c1)OC[C@@H]1CCCN2CCCC[C@H]12	1	-1	4%	0.1	3%	-2%	-10%	2.4	-26%

Shown bar-delimited: entries from further up
mol | TRHR enhancer | D2 antagonist | TrxR1 substrate | TRHR ag | TrxR1 inh | mIDH1 inhibitor | Pin1 inhibitor | D2 ag | USP1-UAF1 inh
Cc1nc(N2CCCCC2)c2c(C)c(C(=O)Nc3cccc(C(F)(F)F)c3)sc2n1 | -4 | 14 | 54%[activator] | 0.5 | 76%[activator] | -10% | 5% | 0.0 | -31%
Cc1cccc2cc(CN(C(=S)NCC(C)C)C3CCCC3)c(=O)[nH]c12 | -4 | -4 | -12% | -0.1 | 1% | -3% | u | -0.7 | -10%

Further records:
SMILES	TRHR enhancer	D2 antagonist	TrxR1 substrate	TRHR ag	TrxR1 inh	mIDH1 inhibitor	Pin1 inhibitor	D2 ag	USP1-UAF1 inh
COc1cccc(CC(=O)Nc2ccc3c(c2)OC2(CCCC2)O3)c1	0	22	-6%	0.1	5%	7%	11%	0.2	-13%
CCC(C)c1ccccc1NC(=O)c1[nH]c(C)c(C(C)=O)c1C (configuration not stated)	-8	-3	0%	0.5	20%	-3%	-10%	0.7	-15%
COc1ccc(NN=Nc2ccc([N+](=O)[O-])cc2)cc1	-4	-11	10%[57.1 µM]	0.7	10%[57.1 µM]	2%	0%	-0.4	u
CCN(CCO)Cc1csc2ccc(Br)cc12	8	-16	-3%	-1.1	17%[57.1 µM]	3%	3%	0.8	-17%
Cc1ccc(C(=O)C(C)OC(=O)c2n[nH]c(=O)c3ccccc23)cc1 (configuration not stated)	-3	-1	-11%[57.1 µM]	-0.7	8%	12%	6%	-0.5	-21%
CCn1c(CNC(=O)c2ccc(OC)cc2)nnc1SC	0	x	0%	0.3	21%	0%	0%	x	5%
CCOCCCN1C(=O)CN(C2CCC(C)CC2)C(=O)C1c1ccc(C)cc1 (configuration not stated)	0	1	-7%	-0.4	5%[57.1 µM]	14%	1%	0.8	1%
CCc1ccccc1NC(=O)N[C@@H](C)C(=O)OC	8	-24	-5%	-0.4	21%	0%	-4%	0.4	-5%
C[C@@H]1CN(C2CCN(Cc3nc(CC4CC4)no3)CC2)C[C@H](C)O1	8	4	5%	0.3	18%	4%	-1%	-0.3	-17%
CC(=O)c1cccc(NC(=O)CCN2C(=O)C3CC=CCC3C2=O)c1 (configuration not stated)	5	21	6%	0.7	10%	5%	-9%	0.2	-13%
COc1ccc(NC2=NC(C)(CO)CS2)cc1 (configuration not stated)	-4	-12	4%	0.2	29%	5%	2%	1.3	-19%
c1ccc(CN(Cc2ccccc2)c2ncnc3c2nnn3Cc2ccccc2)cc1	-4	x	7%[57.1 µM]	1.1	18%[57.1 µM]	3%	5%	x	-10%

Structural class, the compounds so far containing a halogen.
SMILES	TRHR enhancer	D2 antagonist	TrxR1 substrate	TRHR ag	TrxR1 inh	mIDH1 inhibitor	Pin1 inhibitor	D2 ag	USP1-UAF1 inh
Cc1cc(C)cc(NC(=S)N(Cc2cccc(Br)c2)CC2CCC(C(=O)O)CC2)c1 (configuration not stated)	5	-5	4%	-0.3	9%	2%	-1%	0.0	-25%
Cc1nc2c(Br)cc(Br)cc2c(=O)n1-c1ccccc1NC1OCC(O)C(O)C1O (configuration not stated)	x	x	-9%	x	-24%	2%	-10%	x	-2%
Cc1nc(N2CCCCC2)c2c(C)c(C(=O)Nc3cccc(C(F)(F)F)c3)sc2n1	-4	14	54%[activator]	0.5	76%[activator]	-10%	5%	0.0	-31%
CC(=O)Nc1ccc(NS(=O)(=O)C(F)(F)F)cc1	5	-1	1%	0.2	16%	0%	-7%	0.9	-18%
O=C(COc1ccc(Br)cc1F)N1CCN(c2ncccn2)CC1	-3	-7	6%[57.1 µM]	-0.1	17%[57.1 µM]	11%	0%	1.8	-20%
COc1ccc(C(=O)N2CCCC(CNC(=O)c3ccc(F)cc3)C2)cc1OC (configuration not stated)	-2	2	2%	-0.4	25%	-8%	3%	-1.3	-7%
Cc1cc(Br)ccc1NC(=O)CCSc1ccccc1	0	-18	6%	1.3	-8%	1%	-1%	-1.4	u
Cc1nn(C)c(Cl)c1CN1CCCC(CCC(=O)NCc2ccccc2F)C1 (configuration not stated)	-5	-17	8%[57.1 µM]	0.0	22%[57.1 µM]	-1%	3%	0.4	-15%
CC(=O)C1=C(O)C(=O)N(c2ccc(Br)cc2)C1c1ccc(Br)cc1 (configuration not stated)	1	-8	-3%	-0.5	-4%	1%	0%	0.1	-20%
O=C(NC(=O)c1cccc(F)c1)OC[C@@H]1CCCN2CCCC[C@H]12	1	-1	4%	0.1	3%	-2%	-10%	2.4	-26%
CCN(CCO)Cc1csc2ccc(Br)cc12	8	-16	-3%	-1.1	17%[57.1 µM]	3%	3%	0.8	-17%

A portion of the library, so the mix of outcomes need not match the whole.
